BaF3 parental: reduces parental Ba/F3 cell viability, JAK2V617F counter-screen. CellTiter-Glo ATP luminescence. inhibition, % at 5.6 µM. AID 1486. hit rate 1.1% among 220,000;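 active means inhibition above a per-campaign cutoff, the mean inhibition of all tested compounds plus 3 SD, cut at about 27% in these data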;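 further: 0% = DMSO wells and 100% = JAK Inhibitor I control wells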
TbHK1 inh: T. brucei hexokinase 1 inhibition; recombinant TbHK1, G6PDH-coupled NADH A340; inhibition, % at 10 µM; hit rate 0.11% among 220,000; AID 1430;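 active means inhibition of 50% or more in the single-dose primary screen; inactive means inhibition below 50%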
p97 ATPase inh: inhibitors of human p97 ATPase; recombinant p97 ATPase, Kinase-Glo ATP luminescence, 3 h; inhibition, % at 8 µM; hit rate 0.42% among 220,000; AID 1481; in the data active means inhibition above about 15%;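 further: 0% = DMSO vehicle and 100% = wells lacking enzyme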
p47phox inh: p47phox (human) inhibition; hit rate 0.53% among 220,000; P14598; p47phox/p22phox peptide binding, fluorescence polarization, 2 h; inhibition, % at 24.7 µM;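 active means inhibition above about 30%, limit read from the data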;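 further: 0% = p47phox with labelled peptide and 100% = labelled peptide alone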
Target sequence (P14598 whole entry, looked up): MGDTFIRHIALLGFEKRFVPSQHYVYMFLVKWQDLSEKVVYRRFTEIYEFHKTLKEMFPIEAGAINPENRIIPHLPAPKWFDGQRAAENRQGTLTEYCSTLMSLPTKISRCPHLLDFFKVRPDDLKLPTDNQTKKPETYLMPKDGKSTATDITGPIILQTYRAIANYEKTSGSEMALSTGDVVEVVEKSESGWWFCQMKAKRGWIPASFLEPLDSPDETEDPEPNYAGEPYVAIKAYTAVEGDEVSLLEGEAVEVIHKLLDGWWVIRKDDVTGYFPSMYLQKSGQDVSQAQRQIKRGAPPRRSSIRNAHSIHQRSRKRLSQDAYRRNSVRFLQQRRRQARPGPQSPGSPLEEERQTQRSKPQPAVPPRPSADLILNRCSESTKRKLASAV
Ba/F3 V617F tox: loss of viability in JAK2V617F-driven Ba/F3 cells; Ba/F3 EpoR-JAK2V617F viability, ATP luminescence; inhibition, % at 5.6 µM; hit rate 1.1% among 220,000;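 active means inhibition above the campaign mean plus 3 SD over all tested compounds, cut at about 24% in these data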;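 further: cytokine-independent growth of Ba/F3 cells driven by EpoR plus mutant JAK2; 0% = DMSO-treated cells and 100% = JAK inhibitor I control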
RBBP9 inhibitor: blocks human serine hydrolase RBBP9 | recombinant RBBP9, FP-Rh probe fluorescence polarization | inhibition, % at 7.94 µM | hit rate 0.2% among 220,000;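 active means inhibition above the campaign mean of all tested compounds plus 3 SD, cut at about 14% in these data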;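 further: plate controls were DMSO wells with RBBP9 for no effect and wells lacking RBBP9 protein for full effect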
Target sequence (O75884 whole entry, looked up): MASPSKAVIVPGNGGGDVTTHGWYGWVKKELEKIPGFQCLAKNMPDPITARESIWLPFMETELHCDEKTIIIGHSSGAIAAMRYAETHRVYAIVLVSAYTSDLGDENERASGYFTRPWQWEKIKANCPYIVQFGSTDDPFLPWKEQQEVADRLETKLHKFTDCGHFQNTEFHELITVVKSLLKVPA
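Assay system: recombinant human RBBP9; Reagent: Serine-hydrolase probe FP-Rh, 375 nM pre-mixing; Doses: 7.94 µM single dose, 0.794% DMSO; Incubation: 30 min then 45 min, 25 °C; Detection: fluorescence polarization (mP), excitation 525 nm, emission 598 nm; Evaluation: percent inhibition from mP, scaled between DMSO and no-protein wells.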
Furin inh: human furin inhibition; P09958; purified furin, fluorogenic substrate cleavage; inhibition, % at 30 µM; hit rate 0.061% among 220,000; AID 463115; in the data active means inhibition above about 25%; further: inactives centre near -15
PGE2 EP2 inh: EP2 receptor (human) inhibition | hit rate 0.52% among 260,000 | C6 glioma cells expressing human EP2, cAMP TR-FRET; cells stimulated with saturating PGE2 | P43116 | inhibition, % at 25 µM;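 active means percent inhibition above 40 after rounding to a whole number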;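 further: rat C6 glioma host cells with rolipram phosphodiesterase inhibitor present; the protocol text gives 20 µM as final concentration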
Target sequence (P43116 whole entry, looked up): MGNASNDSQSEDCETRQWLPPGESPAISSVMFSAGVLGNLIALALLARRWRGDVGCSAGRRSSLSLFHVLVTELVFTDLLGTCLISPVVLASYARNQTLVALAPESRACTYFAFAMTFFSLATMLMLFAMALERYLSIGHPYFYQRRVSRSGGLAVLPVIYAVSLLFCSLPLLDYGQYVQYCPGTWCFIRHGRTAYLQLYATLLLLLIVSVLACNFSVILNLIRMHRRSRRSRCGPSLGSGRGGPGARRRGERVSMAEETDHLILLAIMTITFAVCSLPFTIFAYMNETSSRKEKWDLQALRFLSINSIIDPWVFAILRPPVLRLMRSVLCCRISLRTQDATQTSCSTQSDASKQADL
PPC-1+TRAIL kill: compounds killing PPC-1 cancer cells with TRAIL present (potentiator screen, no TRAIL-free arm); PPC-1 cells + TRAIL, ATPLite viability luminescence; cell killing (% activity), % at 4 µM; hit rate 0.41% among 220,000; AID 1443;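 active means cell killing above 50% in the first pass at 4 µM, then a duplicate retest at 5 µM averaging 50% or more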;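 further: plate controls were cells with TRAIL plus DMSO for no effect and medium-only wells lacking cells for full effect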
Numbers without * were called inactive; . = not tested or not shown; & = joins results of further samples; ! = not active in a repeat; [ ] = remark or other dose.

SMILES	BaF3 parental	TbHK1 inh	p97 ATPase inh	p47phox inh	Ba/F3 V617F tox	RBBP9 inhibitor	Furin inh	PGE2 EP2 inh	PPC-1+TRAIL kill
CCN1CCN(c2nc3c(c(=O)n(C)c(=O)n3C)n2Cc2cccc3ccccc23)CC1	3	0	-3	-4	4	4	-18[20 µM]	11	26
CCc1nnc(NC(=O)CSc2nnc(C)n2Cc2ccccc2)s1	1	6	4	-4	-2	-8	-23[20 µM]	7&-2	6
COc1ccc(-n2c(C)cc(C(=O)COC(=O)c3cc(NC(=O)c4cccs4)c(OC)c(OC)c3)c2C)cc1	9	-17	-2	-38	1	-1	-10	8	15
O=C(CSc1ccc(Cl)cc1)c1ccco1	9	33	-2	-19	6	-2	1	-2	3
Cn1cccc1CC(=O)N/N=C/c1cccc([N+](=O)[O-])c1	7	0	5	2	0	-1	-23	8	-3
Cc1cnc(C(=O)OCC(=O)N2CCc3ccccc3C2)cn1	8	-2	3	-9	-3	-9	-19	13	12
O=C(COc1ccccc1)N1CCN(S(=O)(=O)c2ccc(Cl)cc2)CC1	5	0	-1	3	0	-4	-8[20 µM]	14	4
Cc1sc2nc(-c3ccco3)oc(=O)c2c1C	1	-19	3	-1	-3	-2	-24[20 µM]	11	22
COC(=O)c1nn(-c2ccccc2)c(=O)cc1Oc1ccc(Cl)cc1	4	-7	2	-8	-3	-3	-17	11	5
CCOc1ccccc1C(=O)N[C@H](C(=O)Nc1cc(S(=O)(=O)N(C)C)ccc1OC)C(C)C	-1	-1	7	0	-5	-3	-29	6	5
O=C(N/N=C1\CCSC1)c1cc(Cl)ccc1O	2	-6	2	2	-2	0	-15	2	8
CC1=CC(C)C(CN(CCC[N+](C)(C)C)C(=O)Nc2ccccc2)C(C)C1 (stereo unspecified)	-5	0	-1	2	4	-5	-15	12	26
C/C(=N\N1CCN(Cc2ccccc2Cl)CC1)c1ccc(F)cc1	-2	-6	-1	-5	-5	-9	-30	7	14
N/C(=N\OC(=O)Nc1ccccc1)c1ncc([N+](=O)[O-])s1	-3	-7	11	1	6	-8	-22	7	-5
CCN(CC)c1nc(C)c(C(C)=O)cc1C#N	5	-34	-1	-7	-2	-2	-20[20 µM]	7	2
COc1ccc(N2CCN(CC(O)COC(C)(C)C)CC2)cc1 (stereo unspecified)	2	-4	9	-11	0	-9	-23	4	19
Cc1cc(C)n2nc(C(=O)NNC(=O)c3ccc(Cl)cc3)nc2n1	-3	-20	1	36*	2	6	-4	3	20
CCCCOC(=O)C1[C@H]2C(=O)N(CCc3ccccc3)C[C@]23C=C[C@H]1O3 (stereo partly specified)	4	0	-2	-4	0	-1	-10	-4	1
CCOc1cc(/C=N/NC(N)=O)cc(Br)c1OCC(=O)Nc1cccc2ccccc12	-1	-27	3	-10	-5	-2	-3[20 µM]	16	14
Cc1c(C(=O)Nc2cc(S(=O)(=O)N3CCOCC3)ccc2N2CCN(C)CC2)oc2ccccc12	-3	-18	1	-10	-5	-10	-11	9	17

Grouped by structure, the compounds so far containing a furan ring, fused or not
SMILES	BaF3 parental	TbHK1 inh	p97 ATPase inh	p47phox inh	Ba/F3 V617F tox	RBBP9 inhibitor	Furin inh	PGE2 EP2 inh	PPC-1+TRAIL kill
O=C(CSc1ccc(Cl)cc1)c1ccco1	9	33	-2	-19	6	-2	1	-2	3
Cc1sc2nc(-c3ccco3)oc(=O)c2c1C	1	-19	3	-1	-3	-2	-24[20 µM]	11	22
Cc1c(C(=O)Nc2cc(S(=O)(=O)N3CCOCC3)ccc2N2CCN(C)CC2)oc2ccccc12	-3	-18	1	-10	-5	-10	-11	9	17

(more compounds)
SMILES	BaF3 parental	TbHK1 inh	p97 ATPase inh	p47phox inh	Ba/F3 V617F tox	RBBP9 inhibitor	Furin inh	PGE2 EP2 inh	PPC-1+TRAIL kill
CC1CCC(C(C)C)C(OCC(O)C[N+]2(C)CCCCC2)C1 (stereo unspecified)	50*	5	5	-17	28*	4	-20	5	20
CC(C)Cn1cnc2c(c1=O)c1nc3ccccc3nc1n2Cc1ccc2c(c1)OCO2	6	-16	5	-4	-2	-1	-10	6	14
CC(=O)Nc1cccc(-c2csc(Nc3cc(C)ccn3)n2)c1	5	-5	1	-17	-2	-8	-11[20 µM]	-1	0
NC(=O)CC(NC(=O)Cc1cccc2ccccc12)c1ccc(NCc2ccc(F)c(F)c2)c([N+](=O)[O-])c1 (stereo unspecified)	.	-3	.	-13	.	.	-24	17	-16
Cc1c(N2CCCC2)cc2c(c1NC(=O)c1ccccc1Cl)C(C)(C)CC2(C)C	-5	-8	-1	-71	-3	-5	3	47*!	10
Cc1cc(C)c2c(-n3cccc3)c(C(=O)NNS(=O)(=O)c3ccc(Cl)cc3)sc2n1	5	13	-5	-14	-2	-8	-23[20 µM]	6	-16
O=C(COC(=O)c1cccnc1)Nc1ccc2c(c1)OCO2	1	1	7	5	-2	-4	-22	9&16	-14
O=C(c1cc(N2C(=O)C3C4CCC(C4)C3C2=O)ccc1Cl)N1CCN(c2ccccc2)CC1 (stereo unspecified)	1	34	3	-8	-4	-8	-15	11	23
O=C(NC1CCCCCC1)C1c2ccccc2C(=O)N1C1CC1 (stereo unspecified)	0	1	3	-8	-2	-5	-28	10	-10
COc1ccc(C[C@H]2CN3C(=NC[C@@H]3Cc3ccc(O)cc3)N2C[C@H](C)NC(=O)CCC2CCCCC2)cc1	.	10	.	22	.	.	-31	6	14
CCCNC(=S)Nc1cccc(C(F)(F)F)c1	3	33	4	-6	-5	-2	-5	4	25
Cc1ccc(-n2c(COc3cccc(C)c3)n[nH]c2=S)cc1	5	-2	3	-3	-1	-5	-15	6	-9
Cc1cccc(-n2c(Cn3nc(C)c([N+](=O)[O-])c3C)n[nH]c2=S)c1	-3	-5	5	-5	-2	-1	-14[20 µM]	5	17
O=C(NCc1ccccc1)C1CC2CCCC(C1)C2=O (stereo unspecified)	5	-4	-4	-19	2	-4	-23[20 µM]	6	1
C[C@]12C[C@H](O)[C@H]3[C@@H](CCC4=CC(=O)CC[C@@]43C)[C@@H]1CC[C@@H]2C(=O)CO	-1	3	4	0	9	-8	-17	13&9	28
CCOCc1cn(CC(=O)c2ccc([N+](=O)[O-])cc2)c(C)nc1=N	3	13	-1	1	0	4	-15[20 µM]	5	2
Cc1ccc(-c2noc(C3CCCN(C(=O)c4ccc(F)cc4F)C3)n2)cc1 (stereo unspecified)	7	4	-2	6	5	-8	-26[20 µM]	6	0
FC(F)Oc1ccc(NC(=S)N2CCc3ccccc32)cc1	-1	-2	8	-6	1	-1	-13	12	12
S=C(NC1CCCCC1)N1CCc2[nH]c3ccccc3c2C1	-1	-5	6	-13	-2	1	-22	2	18
Cc1cnc(C(=O)OCC(=O)Nc2ccc(Cl)cc2Cl)cn1	5	-2	-2	1	0	-3	-8[20 µM]	7	17
COc1cc2c(cc1OC)CN(C(=S)Nc1ccc(Cl)cc1)CC2	5	-5	9	-14	-1	-3	-19	8	6
COc1cc(C=Nc2cccc(C)c2)c(O)c([N+](=O)[O-])c1	5	33	0	1	3	-5	2	4	-4
CC(O)CNc1nc2ccccc2n1CC(=O)NC12CC3CC(CC(C3)C1)C2 (stereo unspecified)	2	-1	2	-5	-3	-6	-27	3	6
O=C(c1ccc(F)cc1)N1CCOCC1	8	4	-1	-2	3	2	-24	5	1
O=C(NCCO)C(=O)c1c(-c2ccccc2)cc2ccccn12	7	-4	0	1	1	6	-19	8	22
Cc1ccc2nc(NCCCO)[nH]c2c1	1	0	1	-10	-3	-8	-11[20 µM]	12	.
CC(C)NC(=O)C(=O)NCCCN1CCOCC1	4	4	-5	-3	0	-5	-5	7	5
Nc1ccc(C(=O)OCc2nc3c(ccc4ccccc43)[nH]2)cc1	-4	3	8	-25	-3	3	-23[20 µM]	17&8	-5
Cc1nc(C(=O)Nc2cc(Cl)ccc2Cl)nn1-c1cc(OC(C)C)c(Cl)cc1Cl	2	-8	1	-1	0	-3	-9[20 µM]	6	6
CCC(=O)N1CCN(c2ccc(NC(=O)c3ccccc3)cc2)CC1	5	-6	4	-5	-1	0	-18	12&3	10
CC(C)NC(=O)COc1ccc2c(c1)C(=O)CC(C)(C)O2	1	-8	3	-2	-1	-4	-41	6	3
Cn1cccc1C(C(=O)NC1CCCCC1)N(C(=O)Cc1cccs1)c1ccc2c(c1)OCO2 (stereo unspecified)	2	-6	4	-11	0	-3	-24	4	19
CN(C)c1ccc(/C=N/Nc2cc(N3CCOCC3)nc(N3CCOCC3)n2)cc1	8	-11	-4	-1	3	-1	3	9	-7
O=C(Cn1nnc(-c2ccccc2-n2cnnn2)n1)c1ccccc1	8	2	-3	7	2	-1	-4[20 µM]	13	30
CCOC(=O)c1ccc(NC(=O)Nc2ccn(C)n2)cc1	3	7	2	-9	-2	-7	-19[20 µM]	10	8
CNC(=S)NNC(=O)c1ccccc1F	8	-3	-3	-6	2	-11	-28	9	2
COc1cccc(CN2CCN(c3nc4nonc4nc3NC3CC3)CC2)c1	7	-16	7	-10	-1	6	-18	4	1
CCOc1c2ccoc2nc2c(OC)c(OC)ccc12	-6	-20	3	-4	2	4	-21	13	4
O=C(Nc1ccc(-c2nc3ccccc3[nH]2)cc1)c1c(F)c(F)c(F)c(F)c1F	1	2	1	4	-2	-5	-26	6	2
CCOc1ccccc1N1CCN(Cc2ccc(Br)s2)CC1	-2	5	-2	13	-3	-10	-35	8	11
O=C(COC(=O)/C=C/c1ccc([N+](=O)[O-])cc1)NCc1ccco1	-3	1	-7	-6	2	0	-15	9	7
Cc1ccc(S(=O)(=O)N2CCN(C(=O)C3CCN(C(=O)c4ccccc4C)CC3)CC2)cc1C	10	-4	2	-4	-1	4	-13	5	9
O=C(OCc1cnc(Cl)s1)c1cccs1	11	2	0	-83	3	2	-15	4	27
Cc1ccc(C2CC2c2n[nH]c(=S)n2-c2cccc(C)c2)cc1 (stereo unspecified)	0	-3	1	-8	0	-5	-20	6	11
Oc1ccccc1CNn1cnnc1	13	8	3	2	0	1	-14	18	2
CCOC(=O)CCCCC(=O)c1[nH]c(=O)[nH]c1CSc1nc(-c2ccccc2)c(C#N)c(=O)[nH]1	7	-13	-3	-13	3	0	-17[20 µM]	7	2
O=C(C1=C[C@@H](c2ccc(Br)cc2)C[C@@H](OCCCCO)O1)N1CCN(Cc2ccccc2)CC1	2	-14	-9	.	-1	-3	-6	6	9
Cc1cc(OCC(O)CN)ccc1Cl (stereo unspecified)	0	-1	5	9	-4	0	-26	14	14
Cc1nn(CC(=O)OCC(=O)NC(C)c2ccccc2)c(C)c1[N+](=O)[O-] (stereo unspecified)	4	-8	4	-1	0	-6	-14	5	9
CC(C)(C)c1ccc(Oc2ccc(NC(=O)C3CC=CCC3C(=O)O)cc2)cc1 (stereo unspecified)	3	-8	0	6	-1	3	-17	8	16
New compounds follow
SMILES	BaF3 parental	TbHK1 inh	p97 ATPase inh	p47phox inh	Ba/F3 V617F tox	RBBP9 inhibitor	Furin inh	PGE2 EP2 inh	PPC-1+TRAIL kill
C/C(N)=C(/C#N)C(=O)COC(=O)[C@@H](NC(=O)c1ccccc1Cl)C(C)C	6	1	2	-10	0	-9	-30	9	27
O=C(CSc1ccc(-c2ccco2)nn1)NCc1ccccc1Cl	1	-10	1	1	-3	-6	-9	14	3
Cc1c(C(=O)C(=O)NCc2ccco2)c2ccccc2n1C	10	-3	2	-2	3	-3	-17	9	4
COc1ccc(C(=O)OCc2c(C)noc2C)cc1	5	-2	2	-2	0	2	-20	5	6
Oc1ccccc1-n1nc2ccc3nonc3c2n1	-1	-9	4	0	-1	-6	-31	4	15
COCCn1nnnc1C(c1ccccc1Cl)N1CCN(c2ccccc2OC)CC1 (stereo unspecified)	-1	0	-1	-8	-2	-2	-25	9	4
O=c1[nH]c(CNCc2cccnc2)nc2ccccc12	8	-4	1	-90	0	4	-25	8	32

These rows are one share of the data; count on the stated rates, not on these rows.
